# PI5P4Ka inh: qHTS for Inhibitors of phosphatidylinositol 5-phosphate 4-kinase (PI5P4K). Phosphatidylinositol 5-phosphate 4-kinase type-2 alpha (Homo sapiens), P48426. PI5P4Kalpha enzyme, ADP-Glo luminescence, 60 min; active compounds read low. max response, %. actives 1.2% (n = 330,000); active = max response of -50% or lower; inconclusive = between -30% and -50%; inactive = -30% or higher; also: value at the top dose of about 77 µM; % is scaled to controls: 0 for no effect and ±100 for the full control effect
# Target sequence (P48426 whole entry, looked up): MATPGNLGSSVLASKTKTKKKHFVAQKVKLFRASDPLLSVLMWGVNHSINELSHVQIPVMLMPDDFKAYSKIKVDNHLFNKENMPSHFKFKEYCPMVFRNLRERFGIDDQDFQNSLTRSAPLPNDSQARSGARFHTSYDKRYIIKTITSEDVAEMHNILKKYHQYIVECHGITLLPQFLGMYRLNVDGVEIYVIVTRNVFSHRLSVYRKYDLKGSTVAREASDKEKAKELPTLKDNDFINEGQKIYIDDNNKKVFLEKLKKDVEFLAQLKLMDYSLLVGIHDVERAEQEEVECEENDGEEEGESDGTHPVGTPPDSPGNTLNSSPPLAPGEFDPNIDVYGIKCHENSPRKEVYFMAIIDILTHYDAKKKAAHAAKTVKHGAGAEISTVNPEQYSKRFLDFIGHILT
#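 Quantitative HTS of the MLSMR library against PI5P4Kalpha with substrate. ATP added last at 5 microM final; room temperature, 60 minutes. Remaining ATP depleted, ADP converted and read as luminescence.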
# CCT modulator: High-Throughput Screening for Modulators of Cytosolic Chaperonin Activity | actives 0.3% (n = 360,000) | purified chaperonin ATPase assay, HTRF ADP detection, 30 min | activity change, % (concentration not given with the values), hits read low; in the data active = activity change below about -30%; also: % is scaled to controls: 0 for no effect and ±100 for the full control effect
#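 ATPase activity: ADP formed was measured by HTRF Transcreener (665/615 nm ratio) after 30 min at 37 deg C with 10 uM ATP. Compounds screened at one 76 uM concentration against 40 or 20 nM TRiC in Tris pH 7.4/KCl/MgCl2/DTT buffer.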
# PLK1 PBD block: qHTS for Inhibitors of PLK1-PDB (polo-like kinase 1 - polo-box domain): Primary Screen | actives 2.8% (n = 360,000) | AID 720504, 2013 | Serine/threonine-protein kinase PLK1 (Homo sapiens), P53350 | Plk1 PBD binding of FITC phosphopeptide, fluorescence polarization | Potency, µM, for inactives: max response, negative = inhibition, usual class: inhibitors; also: potency is read from the fitted curve at half-maximal effect; series mostly up to about 57 µM; % is scaled to controls: 0 for no effect and ±100 for the full control effect; nearly all actives have a fitted effect of over 65% in size
# Target sequence (P53350 whole entry, looked up, the tested form may be a part): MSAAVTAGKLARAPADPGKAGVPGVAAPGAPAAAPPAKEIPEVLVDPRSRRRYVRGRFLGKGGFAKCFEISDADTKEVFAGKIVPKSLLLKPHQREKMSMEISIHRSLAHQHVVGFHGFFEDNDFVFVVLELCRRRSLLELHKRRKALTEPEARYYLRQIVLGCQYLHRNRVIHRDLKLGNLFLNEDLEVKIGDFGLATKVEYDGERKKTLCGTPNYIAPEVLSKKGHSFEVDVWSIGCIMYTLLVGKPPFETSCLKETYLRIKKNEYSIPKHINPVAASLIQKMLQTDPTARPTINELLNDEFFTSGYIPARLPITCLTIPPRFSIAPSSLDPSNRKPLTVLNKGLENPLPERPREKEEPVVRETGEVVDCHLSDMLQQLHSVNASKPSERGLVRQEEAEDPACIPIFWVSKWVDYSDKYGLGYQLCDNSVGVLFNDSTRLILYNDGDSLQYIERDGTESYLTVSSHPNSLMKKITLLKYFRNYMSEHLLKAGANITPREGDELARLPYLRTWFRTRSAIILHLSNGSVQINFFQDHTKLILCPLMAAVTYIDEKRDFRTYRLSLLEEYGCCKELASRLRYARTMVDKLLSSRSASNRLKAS
# Mm-Cpn inhibitor: Inhibitors of TCP-1 ring complex (TRiC) of Methanococcus maripaludis (MmCpn): qHTS; Chaperonin Mm-Cpn (Methanococcus maripaludis); purified Mm-Cpn ATPase, ADP Transcreener TR-FRET; Potency, µM (doses to about 76.9 µM), for the others: at the top dose activity, negative = inhibition, most hits filed as inhibitors; actives 0.031% (n = 330,000); AID 504842, 2011; also: potency is read from the fitted curve at half-maximal effect; % is scaled to controls: 0 for no effect and ±100 for the full control effect; nearly all actives have a fitted effect of over 80% in size
#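 ATPase turnover read by TR-FRET ADP competition (Eu cryptate antibody/ADP-d2, 665/590 nm): 10uM ATP final, 25nM Mm-CPN final, 30 min 37degC after 10-min compound preincubation, pH 7.4 Tris/KCl/MgCl2/DTT buffer.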
# EPAC1 agonist: qHTS for Agonist of cAMP-regulated guanine nucleotide exchange factor 3 (EPAC1): primary screen. EPAC1 agonist qHTS, biochemical assay; response scale: 100% = response to 6.5 mM cAMP. Potency, µM (titrated, usually from 154 µM), for inactives: at the top dose activation, usual class: activators. actives 0.073% (n = 360,000); also: potency is read from the fitted curve at half-maximal effect; nearly all actives have a fitted effect of over 60% in size
#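 Normalized to 6.5 mM cAMP, activity reflects EPAC1-catalysed release of BODIPY-GDP from Rap1B, followed kinetically over 30 min at 480 nm excitation, 540 nm emission. Reaction contained 100 nM EPAC1, 250 nM Rap1B-BODIPY-GDP, 50 uM GDP.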
# WRN helicase inh: qHTS for Inhibitors of WRN Helicase | actives 0.46% (n = 360,000) | Bifunctional 3'-5' exonuclease/ATP-dependent helicase WRN (Homo sapiens), Q14191 | Potency, µM (titrated, usually from 114 µM), without a hit: at the highest dose activity change, negative = inhibition, hits mostly inhibitors | WRN helicase unwinding, fluorescent forked duplex, kinetic; also: potency is read from the fitted curve at half-maximal effect; % is scaled to controls: 0 for no effect and ±100 for the full control effect; nearly all actives have a fitted effect of over 55% in size
#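 Fluorescence dequenching readout, ex 525 nm/em 598 nm, kinetic mode: forked duplex DNA (100 nM final) with adjacent fluorophore and quencher unwound by WRN (20 nM final) with 2 mM ATP. Compound preincubation 15 min, room temperature.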
# EPAC2 antag: qHTS for Antagonist of cAMP-regulated guanine nucleotide exchange factor 2 (EPAC2): primary screen. Potency, µM (doses to about 114 µM), for the others: at the top dose activity, negative = inhibition, most hits filed as inhibitors. actives 0.18% (n = 360,000). EPAC2 GEF exchange of Rap1B-BODIPY-GDP, fluorescence. Rap guanine nucleotide exchange factor 4 (Homo sapiens), Q8WZA2; also: potency is read from the fitted curve at half-maximal effect; % is scaled to controls: 0 for no effect and ±100 for the full control effect; nearly all actives have a fitted effect of over 45% in size; many of its hits are not listed in these tables
# EPAC1 antagonist: qHTS for Antagonist of cAMP-regulated guanine nucleotide exchange factor 3 (EPAC1): primary screen. Rap guanine nucleotide exchange factor 3 (Homo sapiens), O95398. EPAC1 GEF assay, Rap1b-BODIPY-GDP exchange fluorescence. Potency, µM (series often up to 115 µM), without a hit: at the top dose activity change, negative = inhibition, hits mostly inhibitors. actives 0.14% (n = 360,000). AID 720709, 2013;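 also: potency is read from the fitted curve at half-maximal effect; plate controls were vehicle for no effect and positive control for full effect; nearly all actives have a fitted effect of over 50% in size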
# An asterisk follows results filed as active; ? = inconclusive; . = not tested or not shown; [ ] = remark or other dose. Unless noted, calls follow the shape of the dose curve; as a rule, active = well fitted curve in the direction sought with a large enough effect; inconclusive = small, poorly fitted or top-dose-only effect, or another doubt; inactive = no such curve, though single readings can be large; an effect the other way counts as inactive or inconclusive.
SMILES,PI5P4Ka inh,CCT modulator,PLK1 PBD block,Mm-Cpn inhibitor,EPAC1 agonist,WRN helicase inh,EPAC2 antag,EPAC1 antagonist
O=C1CCC(C(=O)Nc2ccc(Cl)cc2)N1 (centres undefined),-3.8,-0.5,-7.7%,1.0%,1.8%,-5.0%,6.0%,-7.4%
COc1ccc(-c2nnc(N(C)C(=O)C3CCOC3)s2)cc1 (centres undefined),7.1,-0.9,?,.,14.3%,3.1%,1.9%,-10.1%
CCOC(=O)C1=C(C(F)(F)F)Nc2ncnn2C1c1ccc(OC)c(OC)c1OC (centres undefined),0.3,1.8,-3.6%,-6.0%,-2.9%,4.4%,7.8%,6.0%
Cc1c(Cl)cccc1NC(=O)CC1NCCNC1=O (centres undefined),19.3,1.9,1.7%,-3.1%,-5.0%,-0.9%,12.9%,8.7%
Cc1ccc2c(c1)N(CC(=O)N(Cc1ccc3c(c1)OCO3)CC1CCCO1)C(=O)C(C)O2 (centres undefined),.,-1.8,-3.3%,0.6%,12.9%,2.1%,-1.6%,-12.0%
CCn1c(=O)[nH]c2cc(C(=O)Nc3cc(C)cc(C)c3)ccc2c1=O,-0.7,1.6,-4.0%,0.9%,6.4%,-5.6%,-2.7%,-18.8%
CC(C)N(CC#CCC1(O)c2ccccc2-c2ccccc21)CCO,.,-3.7,-5.3%,4.9%,-7.6%,-0.1%,-1.9%,-1.7%
O=C(CSc1nc2c(c(=O)n1-c1ccc(Cl)cc1)SCC2)N1CCOCC1,4.8,1.9,-18.0%,-1.5%,-16.3%,-4.0%,-3.4%,-29.1%
Cc1cc(OCC(=O)OCC(=O)NC2CCCCC2C)ccc1Cl (centres undefined),-2.4,-3.2,-7.5%,1.9%,8.7%,5.8%,-16.6%,-8.7%
O=C(Cc1ccccc1)Nc1c(C(=O)N2CCCCCC2)cnn1-c1ccccc1,-5.9,-1.3,-3.4%,1.0%,-4.3%,11.7%,1.9%,-0.8%
COc1cccc(CNC(=O)CN(c2ccc(C(C)C)cc2)S(=O)(=O)c2c(C)noc2C)c1,2.0,-0.1,-10.6%,-0.6%,-1.1%,-4.1%,-7.7%,-9.6%
Cc1ccc(CSc2nnc(Cn3c(=O)sc4ccccc43)n2C)cc1,-3.2,-1.8,-13.4%,1.8%,7.1%,-3.2%,-12.3%,-6.8%
Cc1ccc(S(=O)(=O)N2CCCCC2C(=O)N2CCN(C)CC2)cc1 (centres undefined),-11.4,-0.6,?,0.0%,-0.6%,-1.9%,13.1%,-5.3%
COc1ccc(N2CCN(C(c3nnnn3CCc3ccccc3)C(C)C)CC2)cc1 (centres undefined),3.5,0.2,-10.6%,-0.3%,-8.2%,0.1%,-0.7%,12.5%
Cc1ccc[n+](C2C(c3ccc([N+](=O)[O-])cc3)C(C#N)=C([S-])NC2(O)C2CC2)c1 (centres undefined),-19.0,0.5,-26.4%,-4.1%,12.0%,0.2%,-0.6%,-25.6%
C=CCOc1ccc(C2C(C(=O)c3ccco3)=C(O)C(=O)N2c2nnc(C)s2)cc1 (centres undefined),-15.5,-1.2,21.2µM*,-11.3%,-3.1%,-17.4%,-7.5%,-15.2%
COCCn1c(SCC(=O)NNC(=O)c2ccccc2)nc2ccccc2c1=O,2.9,-0.6,-2.3%,-5.1%,10.6%,0.6%,-3.5%,2.2%
O=C(CN(CC1CCCO1)C(=O)CNS(=O)(=O)c1ccc(Cl)cc1)NC1CCCC1 (centres undefined),0.3,5.5,2.6%,-0.8%,-3.2%,-6.0%,0.7%,8.2%
COc1ccc(C)cc1S(=O)(=O)N(CC(=O)Nc1cccc([N+](=O)[O-])c1)c1ccccc1,-10.6,-2.4,-6.3%,1.3%,-1.6%,-8.0%,-0.4%,2.6%
O=C1NC[C@H](CCCCN2C[C@H](Cc3ccc(O)cc3)N(CCc3ccc(O)cc3)C(=O)C2=O)N(CCc2ccccc2)C1=O,-1.8,0.7,0.1%,.,0.7%,-2.1%,-2.6%,-2.1%
CSC1=NSC2=NC(=O)/C(=C\c3coc4ccccc4c3=O)C(=N)N12,-56.6*,-1.9,26.7µM*,-3.5%,63.1µM*,56.2µM*,84.5%[activator],52.7%[activator]
COC1=CC(=NCl)C=CC1=NCl,-61.9*,-1.9,13.4µM*,.,4.9%,?,-8.0%,?
Cc1cc(NC(=O)c2cc(-c3cccs3)nc3ccccc23)no1,8.5,-0.4,1.1%,-27.1%,6.8%,-7.2%,5.4%,-3.7%
N#Cc1ccccc1NC(=O)CSc1n[nH]c(-c2ccco2)n1,-5.8,1.5,?,-1.8%,2.6%,1.5%,20.0%,-3.2%

# 3 entries from above, ordered by their value in Mm-Cpn inhibitor, lowest first:
canonical_smiles	PI5P4Ka inh	CCT modulator	PLK1 PBD block	Mm-Cpn inhibitor	WRN helicase inh	EPAC2 antag	EPAC1 antagonist
Cc1cc(NC(=O)c2cc(-c3cccs3)nc3ccccc23)no1	8.5	-0.4	1.1%	-27.1%	-7.2%	5.4%	-3.7%
C=CCOc1ccc(C2C(C(=O)c3ccco3)=C(O)C(=O)N2c2nnc(C)s2)cc1 (centres undefined)	-15.5	-1.2	21.2µM*	-11.3%	-17.4%	-7.5%	-15.2%
O=C(CN(CC1CCCO1)C(=O)CNS(=O)(=O)c1ccc(Cl)cc1)NC1CCCC1 (centres undefined)	0.3	5.5	2.6%	-0.8%	-6.0%	0.7%	8.2%

# Going on with the list.
SMILES,PI5P4Ka inh,CCT modulator,PLK1 PBD block,Mm-Cpn inhibitor,EPAC1 agonist,WRN helicase inh,EPAC2 antag,EPAC1 antagonist
COc1ccc(OC)c(-n2c(=S)[nH]c3cc(C(=O)N4CCC(C(N)=O)CC4)ccc3c2=O)c1,0.6,0.1,-1.4%,2.2%,-7.1%,-5.5%,11.2%,0.7%
CSc1ccccc1C(=O)NCCOc1cccc(C)c1,1.4,2.4,-20.1%,-1.5%,-6.0%,-8.1%,-8.0%,?
COc1cc(-c2cc(C(=O)Nc3ccc(S(N)(=O)=O)cc3)c3ccccc3n2)cc(OC)c1OC,0.1,-0.3,-9.1%,-10.9%,20.6%,4.8%,-9.1%,-16.9%
CCC(C)NC(=O)c1ccc(CS(=O)(=O)c2ccc(OC)cc2)o1 (centres undefined),3.8,1.5,-7.6%,1.2%,-1.2%,-2.9%,4.7%,-10.7%
CC(=O)c1ccc(NC(=O)CC(C)S(=O)(=O)c2ccc3c(c2)CCN3C(C)=O)cc1 (centres undefined),-3.9,-0.8,-12.2%,1.0%,-4.0%,9.9%,-1.5%,-14.0%
O=C(Nc1ccccc1Br)C1CC(=O)N(c2ccc3c4c(cccc24)CC3)C1 (centres undefined),0.0,0.9,-17.6%,0.5%,4.1%,-21.3%,-16.2%,?
CCOc1cc(Cl)c(NC(=O)c2ccco2)cc1OCC,-0.2,-2.4,-8.5%,-0.5%,9.0%,8.9%,-4.1%,-9.4%
Cn1c(=O)c2c(nc(CN3CCCCC3)n2CCc2ccccc2)n(C)c1=O,4.4,-2.4,-8.4%,-1.0%,0.8%,8.0%,-0.2%,-12.6%
CN(C(=O)c1ccc(NC(=O)Cc2ccc(NC(=O)C3CCCN(S(=O)(=O)c4cccc([N+](=O)[O-])c4)C3)cc2)cc1)C1CCCC1 (centres undefined),1.1,-0.3,-16.5%,.,-15.8%,-7.8%,16.0%,-19.2%
COc1ccc(C2(c3ccc(OC)cc3)NC(=O)N(CC(=O)Nc3ccc(N4CCOCC4)cc3)C2=O)cc1,4.2,1.6,-2.5%,-0.7%,-7.2%,-5.8%,-5.3%,-21.0%
CCC(Cc1ccccc1)NC(=O)Cn1ncc2ccsc2c1=O (centres undefined),0.5,-3.8,-11.4%,-0.1%,10.9%,1.5%,4.8%,-25.8%
Cc1nnc(SCC(=O)Nc2nc3ccccc3s2)n(N)c1=O,-8.2,-1.4,-6.3%,-4.5%,4.8%,-28.3%,-0.6%,-20.3%
Cc1nn(C)c(C)c1CNC(=O)c1cnn2c1NC(c1ccccc1)CC2C(F)(F)F (centres undefined),.,-1.1,-0.5%,-2.5%,9.3%,-6.5%,0.8%,14.7%
CCN1CCN(C(=O)CN(c2ccc(C)cc2)S(C)(=O)=O)CC1,1.4,-1.2,-8.2%,.,1.8%,3.4%,-4.2%,0.0%
Cc1cc(C)c2cc(C#N)c(SCC(=O)NCC3CCCO3)nc2c1 (centres undefined),1.1,-2.6,-10.9%,-1.9%,-10.2%,8.4%[57.1 µM],1.0%,-7.2%
Cc1cccc(NC(=O)c2cnccn2)c1,-4.7,2.5,6.3%,-4.6%,2.9%,-4.4%,0.9%,-2.4%
COc1ccc2c(c1)C(=O)/C(=C/C=C/c1ccccc1)CC2,-3.0,0.5,-17.1%,?,3.7%,-6.7%,9.7%,2.1%
Cc1ccsc1C(=O)N1CCCC(C)(C(=O)O)C1 (centres undefined),-6.2,-0.5,-4.2%,.,-1.6%,0.5%[57.1 µM],-4.9%,-3.9%
O=C1C2C3C=CC(C3)C2C(=O)N1/N=C/c1ccc(-c2ccccc2[N+](=O)[O-])o1 (centres undefined),-20.8,-3.0,-14.7%,-2.8%,4.1%,-26.0%[57.1 µM],2.0%,15.5%
CSc1nccc(Nc2ccccc2)c1C#N,-4.5,-3.3,-0.7%,0.3%,11.7%,-16.2%,-5.8%,-6.4%
CCOC(=O)c1cc(C)nnc1C(=O)OCC,-1.4,1.8,-4.0%,.,12.7%,-12.6%,-4.9%,8.6%
O=C(CS(=O)(=O)c1cn(Cc2ccc(Cl)cc2)c2ccccc12)N1CCCC1,1.7,-0.7,3.4%,1.3%,-4.7%,6.8%,-4.7%,10.9%
N#Cc1cccc(NC(=O)c2cc(C3CCCCN3C(=O)C3CC3)on2)c1 (centres undefined),1.0,-1.8,-11.4%,.,-0.5%,7.0%,5.8%,-11.8%
COC(=O)[C@]12C(=O)NC[C@H](CN1c1ccc(Cl)c(C)c1)N2C,0.0,-1.1,-6.9%,-3.4%,0.9%,1.8%,-7.4%,14.4%

# An excerpt; the hit share may differ from the screen's.
